Assay outcomes from PubChem.
TRPC4 PAM – positive allosteric modulators of TRPC4, primary screen, cell-based, mouse TRPC4beta, HEK293 mu-opioid, Fluo-4 calcium; Short transient receptor potential channel 4 (Mus musculus), Q9QUQ5; hit rate 0.42% among 310,000; DAMGO EC20, Fluo-4 Ca2+ flux; stronger effect = higher value; B-score at 10 µM;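 active = B-score of calcium response area above 5 SD of library B-scores, with initial fluorescence ratio within 5 SD of library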;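 also: B-score of integrated fluorescence ratio over time as area under calcium response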
MrgX1 PAM – positive allosteric modulators of MrgX1, primary screen, HEK293 cells, Fluo-4 calcium flux; Mas-related G-protein coupled receptor member X1 (Homo sapiens), Q96LB2; B-score at 10 µM; FDSS; stronger effect = higher value; hit rate 0.63% among 310,000;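 active = plate-corrected calcium response at least 3 library SD above typical, normal starting fluorescence, not activating the receptor alone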;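 also: compound read alongside a low EC10 to EC30 dose of BAM8-22 agonist; peak minus trough fluorescence over baseline measured at the second addition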
MrgX1 agonist – agonists of human MrgX1 receptor, primary screen, HEK293 cells, Fluo-4 calcium flux; Mas-related G-protein coupled receptor member X1 (Homo sapiens), Q96LB2; Fluo-4 calcium fluorescence, agonist mode; stronger effect = higher value; B-score at 10 µM; hit rate 0.44% among 310,000; AID 588627, 2011;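 active = calcium response B-score plate-corrected fluorescence ratio at least 3 library SD, with starting fluorescence B-score inside 5 SD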
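Material: MrgX1-expressing HEK293 cells / Dosing: compound as first of three additions / Incubation: overnight seeding, then 1 h dark dye loading / Signal: Fluo-4 NW calcium fluorescence / Evaluation: B-scored fluorescence response ratio / Benchmarks: positive and negative control wells on each plate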
MrgX1 antagonist – antagonists of human MrgX1 receptor, primary screen, HEK293 cells, Fluo-4 calcium flux | Mas-related G-protein coupled receptor member X1 (Homo sapiens), Q96LB2 | BAM8-22 antagonism; stronger effect = lower value | B-score at 10 µM | hit rate 1.3% among 310,000 | AID 588676, 2011;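 active = calcium-response B-score plate-corrected more than 3 library SD below zero, starting fluorescence within 5 deviations, no agonist response on first addition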;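 also: peak minus trough fluorescence over baseline after final BAM8-22 challenge near maximal dose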
TRPC6 act – mouse TRPC6 channel activators, primary screen, cell-based, HEK293, membrane potential dye; hit rate 0.13% among 310,000; Short transient receptor potential channel 6 (Mus musculus), Q61143; HEK293-TRPC6 membrane potential dye fluorescence; stronger effect = higher value; AID 2550, 2010; B-score at 10 µM;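 active = B-score of the integrated fluorescence ratio above library mean plus 3 SD, and starting fluorescence ratio within library mean plus 5 SD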;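 also: higher score means more depolarization so channel activation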
TRPC4 block – inhibitors of mouse TRPC4 channel, primary screen, Fluo4 calcium, HEK293 TRPC4beta/mu-opioid cells. Short transient receptor potential channel 4 (Mus musculus), Q9QUQ5. DAMGO-evoked Fluo4 calcium flux; stronger effect = lower value. B-score at 10 µM. hit rate 0.39% among 300,000. AID 2247, 2010;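 active = B-score over 3 SD under the library average, no early fluorescence shift, positive overall ratio signal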
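Test system – stable TRPC4beta/mu-opioid receptor HEK293 cells · Probe or stimulus – DAMGO, a submaximal dose followed by a maximal one · Dosing – one concentration per compound · Signal – Fluo4 calcium fluorescence by kinetic imaging, 5 s 1 Hz baseline · Evaluation – per-well B score of integrated baseline-normalized Fluo4 ratio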
TMEM16A inh – TMEM16A chloride channel inhibitors, primary screen, cell-based, HTS; Anoctamin-1 (Mus musculus), Q8BHY3; HEK293 TMEM16A/YFP iodide influx fluorescence, ionomycin; normalized B-score (activity score, 25-100; higher = stronger inhibition) at 10 µM; hit rate 1.2% among 310,000; AID 588511, 2011;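 active = ratio plate-corrected score three or more library SD toward inhibition, starting fluorescence score within five deviations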;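 also: score derived from kinetic fluorescence span divided by baseline fluorescence per well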
Target sequence (Q8BHY3 whole entry, looked up): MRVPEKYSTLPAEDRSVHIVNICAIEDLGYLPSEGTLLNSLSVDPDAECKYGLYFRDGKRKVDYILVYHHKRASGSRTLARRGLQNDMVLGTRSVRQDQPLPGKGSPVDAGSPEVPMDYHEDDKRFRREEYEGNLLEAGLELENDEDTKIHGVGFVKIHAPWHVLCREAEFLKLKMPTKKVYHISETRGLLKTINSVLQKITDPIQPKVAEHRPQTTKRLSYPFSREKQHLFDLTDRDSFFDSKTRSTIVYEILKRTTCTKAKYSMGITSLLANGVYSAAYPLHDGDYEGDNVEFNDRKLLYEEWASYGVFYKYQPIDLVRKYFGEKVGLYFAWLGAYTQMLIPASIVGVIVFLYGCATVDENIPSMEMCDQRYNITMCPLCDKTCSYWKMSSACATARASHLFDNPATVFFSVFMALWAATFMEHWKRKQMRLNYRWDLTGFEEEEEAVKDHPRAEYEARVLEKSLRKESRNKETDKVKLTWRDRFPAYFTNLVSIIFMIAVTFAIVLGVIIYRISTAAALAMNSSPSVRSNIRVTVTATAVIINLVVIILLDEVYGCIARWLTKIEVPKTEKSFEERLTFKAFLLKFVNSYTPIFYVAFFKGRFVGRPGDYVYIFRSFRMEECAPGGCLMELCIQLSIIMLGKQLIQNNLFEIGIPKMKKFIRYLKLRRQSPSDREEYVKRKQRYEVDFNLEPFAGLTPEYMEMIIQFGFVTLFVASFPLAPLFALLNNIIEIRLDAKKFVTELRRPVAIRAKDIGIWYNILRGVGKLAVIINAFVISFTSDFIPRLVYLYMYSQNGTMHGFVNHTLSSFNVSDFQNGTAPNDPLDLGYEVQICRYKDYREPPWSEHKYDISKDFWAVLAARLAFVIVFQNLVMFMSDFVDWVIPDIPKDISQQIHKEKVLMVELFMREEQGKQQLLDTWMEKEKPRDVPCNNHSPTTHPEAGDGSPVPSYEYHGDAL
SKKanGAS inh – S. pyogenes SKKanGAS growth inhibitors in kanamycin, primary screen, streptokinase expression inhibitor project, SKKanGAS strain, BacTiter-Glo luminescence; 6 h; inhibition, % at 7.5 µM; hit rate 1.3% among 300,000; AID 1662, 2009;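 active = mean replicate score, as percent of positive control median, at least 50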;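 also: strain carries kanamycin resistance gene driven by streptokinase promoter and grows in 40 µg/ml kanamycin; loss of luminescence reflects streptokinase promoter inhibition or plain growth inhibition; 0% = median of DMSO wells and 100% = positive control at its reference dose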
TRPC4 agonist – activators of mouse TRPC4 channel, primary screen, Fluo4 calcium, HEK293 TRPC4beta/mu-opioid cells. Short transient receptor potential channel 4 (Mus musculus), Q9QUQ5. Fluo4 calcium fluorescence; stronger effect = higher value. B-score at 10 µM. hit rate 0.49% among 310,000. AID 2237, 2010;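 active = B-score above 5 SD of library B-scores, and initial fluorescence ratio not above library mean plus 5 SD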;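 also: positive B-score marks a calcium rise read as TRPC4 activation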
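Technique: kinetic Fluo4 calcium fluorescence; Test system: TRPC4beta and mu-opioid receptor HEK293 stable cells; Measure: B-scored integrated calcium fluorescence ratio; Benchmarks: low control buffer alone, high control maximal DAMGO; Schedule: 45 min room-temperature Fluo4 loading, 110 s read.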
TRPC6 inhibitor – mouse TRPC6 channel inhibitors, primary screen, cell-based, HEK293, membrane potential dye; Short transient receptor potential channel 6 (Mus musculus), Q61143; ACh-evoked depolarization; stronger effect = lower value; B-score at 10 µM; hit rate 1.1% among 310,000; AID 2553, 2010;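 active = B-score under library mean minus 3 SD, initial fluorescence not abnormally high, positive integrated signal ratio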;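 also: B-score derived from integrated fluorescence ratio over the kinetic read; more negative B-score means stronger inhibition of depolarization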
ANO1 activ – TMEM16A chloride channel activators or potentiators, primary screen, cell-based, HTS; hit rate 0.3% among 340,000; AID 623877, 2012; HEK293 TMEM16A/YFP-H148Q/I152L, iodide quench fluorescence; stronger effect = lower value; B-score at 10 µM;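 active = fluorescence-ratio B-score plate-corrected deviation score at least 3 library SD below zero, with starting fluorescence score within 5 deviations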;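 also: channel opened by trigger with iodide after compound preincubation; score built on the fluorescence ratio of max minus min over baseline; more negative score means more quench and so TMEM16A activation or potentiation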
* marks the source's active call; other numbers are inactive results; i = inactive; · = not tested or not shown.

SMILES	TRPC4 PAM	MrgX1 PAM	MrgX1 agonist	MrgX1 antagonist	TRPC6 act	TRPC4 block	TMEM16A inh	SKKanGAS inh	TRPC4 agonist	TRPC6 inhibitor	ANO1 activ
O=C(NCCCc1ccccc1)C1CCC(=O)N(CCc2ccc(Cl)cc2)C1 (configuration not stated)	i	i	i	i	i	i	i	-2	i	i	i
O=[N+]([O-])/C(C=Nc1ccccc1O)=C\Nc1ccccc1O	i	·	·	·	i	i	·	3	i	i	i
CCCCSc1nnc2[nH]c(=O)cc(N)n12	i	i	i	i	i	i	i	4	i	i	i
O=C(N/N=C/c1[nH]c2ccccc2c1Cl)c1cccc(Br)c1	i	i	i	i	i	i	i	-5	i	i	i
O=C(CNCc1ccccn1)Nc1cc(C(F)(F)F)ccc1N1CCOCC1	i	i	i	i	i	i	i	-6	i	i	i
O=C(CSc1n[nH]c(-c2cccnc2)n1)Nc1ccc([N+](=O)[O-])cc1	i	i	i	i	i	i	i	0	i	i	i
Cc1ccc(Nc2cc(C)nc3ncnn23)cc1	i	i	i	i	i	i	i	2	i	i	i
NS(=O)(=O)c1ccc(Nc2nc(-c3ccc(O)cc3)cs2)cc1	i	i	i	i	i	i	i	-9	i	i	i
CCCNC(=O)c1ccc(N2CCC3(CC2)CC(c2cccc(Br)c2)=NO3)c(NC(=O)c2c(Cl)cccc2Cl)c1	i	i	i	i	i	i	i	15	i	i	i
Cc1ccccc1CC(=O)N1CCCC(CCC(=O)N2CCN(c3ccccn3)CC2)C1 (configuration not stated)	i	i	i	i	i	i	i	-2	i	i	i
O=[N+]([O-])c1ccc(C2=NCCO2)cc1	i	i	i	i	i	i	i	12	i	i	i
Cc1ccc(S(=O)(=O)N(C)C)cc1NC(=O)COC(=O)Cc1ccccc1F	i	i	i	i	i	i	i	-5	i	i	i
COc1ccc(C(=O)N/C(=C/c2cccnc2)C(=O)N2CCOCC2)cc1OC	i	i	i	i	i	i	i	3	i	i	i
Nc1nc(NCc2ccco2)nc(NCCO)c1[N+](=O)[O-]	i	i	i	i	i	i	i	-2	i	i	i
O=C1CCCN1CCC1CCN(C2CC(=O)N(c3ccc(Cl)cc3)C2=O)CC1 (configuration not stated)	i	i	i	i	i	i	i	-6	i	i	i
CNc1nc2[nH]c(=O)c3c(c2s1)OC(N)=C(C#N)C3c1ccccc1 (configuration not stated)	i	i	i	i	i	i	i	5	i	i	i
CC(N=c1ccccn1C(=O)Nc1cccc(C(F)(F)F)c1)c1ccco1 (configuration not stated)	i	i	i	i	i	i	i	-7	i	i	i
N#CCSc1nc2c(c(=O)n1Cc1ccco1)C1(CCCC1)Cc1ccccc1-2	i	i	i	i	i	i	i	23	i	i	i
CC1(C(=O)NC2CCCC2)CCC(=O)N1CCC1=CCCCC1 (configuration not stated)	i	i	i	i	i	i	i	-6	i	i	i
CCCOc1cccc(-c2cc(C(=O)NN)c3ccccc3n2)c1	i	i	i	i	i	i	i	0	i	i	i
Cc1ccc(C)c(OCCC(=O)OCC(=O)NC2CC2)c1	i	i	i	i	i	i	i	-1	i	i	i
CCCCNC(=O)CSc1nc2cc3c(cc2c(=O)n1Cc1ccco1)OCO3	i	i	i	i	i	i	i	2	i	i	i
Fc1cccc(F)c1/C=N/N1CCOCC1	i	i	i	i	i	i	i	1	i	i	i
CCOc1cc(NC(=O)c2ccccn2)c(OCC)cc1NC(=O)c1ccc(OC)cc1	i	i	i	i	i	i	i	5	i	i	i
CCOC(=O)/C=C/C(=O)OCc1csc(CC(=O)Nc2ccccc2C)n1	i	i	i	i	i	i	i	-13	i	i	i
CCCCCCNC(=O)CCNC(=O)c1cc(OC)c(OC)c(OC)c1	i	i	i	i	i	i	i	2	i	i	i
C=CCNC(=O)COc1ccc(Br)cc1Cl	i	i	i	i	i	i	i	0	i	i	i
COc1ccc(Cl)cc1NC(=O)CN(C)CC(=O)Nc1ccc(S(N)(=O)=O)cc1	i	i	i	i	i	i	i	-5	i	i	i
CSC1=NCCN1C(=O)c1cccs1	i	i	i	i	i	i	i	-2	i	i	i
COc1cc(NC(=O)c2ccc(Br)o2)c(C(=O)O)cc1OC	i	i	i	i	i	i	i	26	i	i	i
Cc1c2cnn(CC(=O)NCCCN3CC(C)CC(C)C3)c(=O)c2c(C)n1Cc1ccccc1Cl (configuration not stated)	i	i	i	-6.9*	i	i	i	18	i	i	i
O=C(CS(=O)(=O)c1cn(Cc2cccc(F)c2)c2ccccc12)N1CCOCC1	·	i	i	i	·	·	i	·	·	·	i
CCn1cc(/C=C(/C#N)S(=O)(=O)c2ccccc2)cn1	i	i	i	i	i	i	i	8	i	i	i
O=C1C(Br)=Cc2cccc3cccc1c23	i	i	i	i	i	i	i	0	i	i	i
CNC(=S)N1CCN(c2ccccc2OC)CC1	i	i	i	i	i	i	i	5	i	i	i
COc1cc(OC)cc(C(=O)N[C@H](C(=O)OCC(=O)NC(=O)c2cccn2C)C(C)C)c1	i	i	i	i	i	i	i	8	i	i	i
OC(CN1C2=NCCCN2c2ccccc21)c1ccc2c(c1)OCO2 (configuration not stated)	i	i	i	i	i	i	i	-9	i	i	i
Cc1nc([N+](=O)[O-])cn1CC(O)c1ccccc1 (configuration not stated)	i	i	i	i	i	i	i	-2	i	i	i
CCOC(=O)c1cc(NC(=O)c2ccc(C)cc2)c(=O)oc1-c1ccccc1	i	i	i	i	i	i	i	13	i	i	i
CC(NC(=O)C1C2C=CC(C2)C1C(=O)O)c1ccccc1 (configuration not stated)	i	i	i	i	i	i	i	-13	i	i	i
COc1ccc(-n2ncc3c(NCC(C)C)ncnc32)cc1	i	i	i	i	i	i	i	9	i	i	i
CCn1c(=O)cc(OCC(=O)N2CCCC2)c2ccccc21	i	i	i	i	i	i	i	-6	i	i	i
Cc1ccc(C)c(C2NC(=O)c3ccccc3N2)c1 (configuration not stated)	i	i	i	i	i	i	i	0	i	i	i
c1ccc(-c2nc(-c3cccnc3)n[nH]2)cc1	i	i	i	i	i	i	i	-2	i	i	·
Cc1ccc2c(CC(=O)N(CC3CCCO3)c3c(N)n(Cc4ccccc4)c(=O)[nH]c3=O)coc2c1 (configuration not stated)	i	i	i	i	i	i	i	-7	i	i	i
O=S(=O)(Nc1nc2ccccc2nc1N1CCc2ccccc2C1)c1ccc(Br)cc1	·	i	i	i	·	·	i	·	·	·	i
CCOC(=O)c1ccc(NC(=S)NCCc2ccccc2)cc1	i	i	i	i	i	i	25*	-4	i	i	i
CCc1ccccc1NC(=O)c1cc(S(=O)(=O)N2CCc3ccccc32)cn1C	i	i	i	i	i	i	i	-1	i	i	i
COCCn1cnnc1SCC(=O)Nc1cc(OC)c([N+](=O)[O-])cc1C	i	i	i	i	i	i	i	5	i	i	i
COc1cc2c(cc1OC)C(C(=O)N1CCN(c3ccccc3)CC1)C(c1cccs1)N(C)C2=O (configuration not stated)	i	i	i	i	i	i	i	1	i	i	i
Cc1csc(NC(=O)c2cc3c(s2)CCCC3)n1	i	i	i	i	i	i	i	9	i	i	i
Cc1nc(C(=O)NNC(=O)Nc2ccccc2)cs1	i	i	i	i	i	i	i	17	i	i	i
COc1ccc(S(=O)(=O)N2CCOC2CNC(=O)C(=O)NCc2ccc(F)cc2)cc1 (configuration not stated)	i	i	i	i	i	i	i	32	i	i	i
COc1ccc(OC)c(CN2CCN(Cc3cc(OC)c(OC)c(OC)c3)CC2)c1	i	i	i	i	i	i	i	0	i	i	i
COCCC(=O)N1CCC(Oc2ccc(C(=O)N(C)C3CCCCC3)cc2)CC1	i	i	i	i	i	i	i	0	i	i	i
CNC(=S)N/N=C(\C)c1ccc(N2CCOCC2)cc1	i	·	·	·	i	i	·	2	i	i	i
Cc1noc(NS(=O)(=O)c2ccc(NC(=O)CC(C)C)cc2)c1C	i	i	i	i	i	i	i	-1	i	i	i
COc1ccc(C2CC(c3ccc4ccccc4c3)=NN2C(=O)CSc2ncccn2)cc1 (configuration not stated)	i	i	i	i	i	i	i	26	i	i	i
CCOC(=O)/C=C/C(=O)Nc1ccc(S(=O)(=O)N2CCc3ccccc32)cc1	i	i	i	i	i	i	i	-4	i	i	i
CCc1ccc(NC(=O)Cn2c(=O)n(CCCC(=O)NCc3ccco3)c(=O)c3ccccc32)cc1	i	i	i	i	i	i	i	2	i	i	i
(list continues)
SMILES	TRPC4 PAM	MrgX1 PAM	MrgX1 agonist	MrgX1 antagonist	TRPC6 act	TRPC4 block	TMEM16A inh	SKKanGAS inh	TRPC4 agonist	TRPC6 inhibitor	ANO1 activ
COc1ccc(NC(=O)CSc2ncc(-c3ccc(F)cc3)n2Cc2ccco2)cc1	i	i	i	i	i	i	i	21	i	i	i
CCN(CC)CCNC(=O)c1ccccn1	i	i	i	i	i	i	i	-3	i	i	i
O=C(NCc1ccco1)c1cccc(NC(=O)c2ccccc2)c1	i	i	i	i	i	i	i	0	i	i	i
COCC(=O)Nc1nnc(Cc2ccc(OC)cc2)s1	i	i	i	i	i	i	i	11	i	i	i
CC(NC(=O)c1cc(-c2cccnc2)nc2ccc(Br)cc12)C1CCCO1 (configuration not stated)	i	i	i	i	i	i	i	6	i	i	i
Cc1ccc(S(=O)(=O)N(C)C)cc1NC(=O)COC(=O)CNC(=O)c1cccs1	i	i	i	i	i	i	i	-3	i	i	i
